# CASP6 VEID inh = blocks human caspase-6 cleavage activity; P55212; purified caspase-6, Z-VEID-R110 cleavage fluorescence; inhibition, % at 12.5 µM; 350,000 compounds, 0.53% hits;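 active = mean inhibition across replicates at least about 35%, with every replicate also reaching that limit, limit read from the data; inconclusive = only one of the two criteria met; inactive = neither criterion met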;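 also: 0% = median of neutral control wells and 100% = no fluorescence left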
# Target sequence (P55212 24-179 limits assumed): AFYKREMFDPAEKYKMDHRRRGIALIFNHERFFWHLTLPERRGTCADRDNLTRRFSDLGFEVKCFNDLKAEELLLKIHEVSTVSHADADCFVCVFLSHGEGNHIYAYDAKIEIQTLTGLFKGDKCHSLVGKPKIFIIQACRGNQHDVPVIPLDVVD
# Target sequence (P55212 194-293 limits assumed): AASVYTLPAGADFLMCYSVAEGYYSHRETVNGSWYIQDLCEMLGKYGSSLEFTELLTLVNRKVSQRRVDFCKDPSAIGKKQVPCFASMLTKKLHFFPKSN
# ERAP1 inh = inhibitors of human ERAP1 aminopeptidase. recombinant ERAP1, Leu-AMC fluorescence, 60 min. inhibition, % at 10.7 µM. 340,000 compounds, 0.15% hits;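 active = mean replicate inhibition of at least 30%, or all replicates individually reaching that 30% level; inactive = mean below 30% and not every replicate reaching it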;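 also: 0% = neutral control wells and 100% = L-leucinethiol positive control wells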
# SIRT5 block = inhibitors of human sirtuin-5 desuccinylase. inhibition, % at 15 µM. Q9NXA8. 330,000 compounds, 1.1% hits. Purified SirT5, succinyl-peptide AMC, trypsin-coupled fluorescence; in the data active = inhibition above about 15%; inconclusive = no clear call, values can overlap the other calls
# Target sequence (Q9NXA8 whole entry, looked up): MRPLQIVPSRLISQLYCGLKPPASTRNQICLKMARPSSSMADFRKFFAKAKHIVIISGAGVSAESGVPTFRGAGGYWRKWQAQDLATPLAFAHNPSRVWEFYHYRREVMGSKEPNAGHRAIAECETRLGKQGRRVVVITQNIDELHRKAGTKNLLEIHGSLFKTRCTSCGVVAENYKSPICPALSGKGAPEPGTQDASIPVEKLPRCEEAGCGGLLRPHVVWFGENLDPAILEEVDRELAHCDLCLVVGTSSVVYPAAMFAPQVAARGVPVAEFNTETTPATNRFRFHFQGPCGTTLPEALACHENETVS
# CFTR F508del cor = CFTR F508del correction in bronchial cells; CFBE cells, YFP halide quenching; stimulated with forskolin plus potentiator P3; % fluorescence drop versus neutral controls; activity (quench increase), % at 7.58 µM; 350,000 compounds, 0.36% hits; AID 720511;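 active = mean added fluorescence quench of at least 8% versus neutral control, with both replicates also reaching 8%; inconclusive = only one of the mean or replicate conditions met; inactive = mean below 8% and not both replicates reaching 8%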;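 also: cells transiently co-express mutant CFTR-F508del with the halide-sensitive YFP; corrector assay measuring rescue of mutant channel to the surface after 24 h compound exposure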
# miR122 inh = miR-122 inhibition in Huh7 cells; Huh7 miR-122 Renilla luciferase sensor, 48 h; neutral wells = 0, positive control = 100; activation (reporter increase), % at 12.5 µM; 340,000 compounds, 0.3% hits; AID 602342;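 active = mean replicate activation score at least 90 and every replicate individually at or above 90; inconclusive = only one of the two criteria met; inactive = neither criterion met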;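 also: higher luciferase means less miR-122 activity so hits act as miR-122 inhibitors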
# ERp5 inh = ERp5 (human) disulfide isomerase inhibition; Q15084; ERp5 insulin aggregation, absorbance 650 nm, 90 min; inhibition, % at 9.99 µM; 350,000 compounds, 0.05% hits;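 active = mean replicate inhibition above about 25%, with every replicate also reaching it, limit read from the data, passing the limit was not always enough; inconclusive = only one of those two criteria met; inactive = neither criterion met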
# Target sequence (Q15084 whole entry, looked up): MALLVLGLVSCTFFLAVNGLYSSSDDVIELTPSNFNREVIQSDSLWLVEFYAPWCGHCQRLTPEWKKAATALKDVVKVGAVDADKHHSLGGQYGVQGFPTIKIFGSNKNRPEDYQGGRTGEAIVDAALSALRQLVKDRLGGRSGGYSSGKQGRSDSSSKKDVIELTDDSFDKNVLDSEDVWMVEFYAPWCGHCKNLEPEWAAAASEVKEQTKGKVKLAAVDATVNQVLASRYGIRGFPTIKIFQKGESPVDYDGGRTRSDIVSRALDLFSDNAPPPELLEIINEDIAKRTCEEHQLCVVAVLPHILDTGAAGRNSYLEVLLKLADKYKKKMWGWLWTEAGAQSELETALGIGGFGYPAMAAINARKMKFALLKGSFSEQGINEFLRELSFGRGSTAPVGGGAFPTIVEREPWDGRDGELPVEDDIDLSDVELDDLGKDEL
# DENV2 CPE rescue = DENV2-induced cell death inhibition | DENV2-infected cells, cytopathic effect rescue, plate reader | CPE inhibition, % at 9.99 µM | 350,000 compounds, 1.7% hits; in the data active = CPE inhibition above about 20%, passing the limit was not always enough; inconclusive = no clear call, values can overlap the other calls; tested in BHK-21 cells;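 also: 0% = median of neutral control wells and 100% = median of positive control wells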
# Active calls of the source: *; ? = inconclusive; . = no result given; [ ] = another dose, or the depositor's remark. These rows are one share of the data; rates above refer to the full screens.
# Preview:
SMILES,CASP6 VEID inh,ERAP1 inh,SIRT5 block,CFTR F508del cor,miR122 inh,ERp5 inh,DENV2 CPE rescue
C[C@@H]([C@@H](O)c1ccccc1)N(C)C(=O)Cc1ccccc1,5,1,0,-5.3,-2,-1,?
O=C(NC(=S)N1C[C@H]2C[C@H](C1)c1cccc(=O)n1C2)c1ccc(Cl)cc1Cl,1,1,0,-3.5,-1,3,0

# This part in full (from the top)
SMILES,CASP6 VEID inh,ERAP1 inh,SIRT5 block,CFTR F508del cor,miR122 inh,ERp5 inh,DENV2 CPE rescue
C[C@@H]([C@@H](O)c1ccccc1)N(C)C(=O)Cc1ccccc1,5,1,0,-5.3,-2,-1,?
O=C(NC(=S)N1C[C@H]2C[C@H](C1)c1cccc(=O)n1C2)c1ccc(Cl)cc1Cl,1,1,0,-3.5,-1,3,0
COc1ccc(S(=O)(=O)N2CCOCC2)cc1NC(=O)COC(=O)Cc1ccccc1,2,-1,10,-0.6,2,-2,-1
OCCNCCc1c[nH]c2ccc(OCc3ccccc3)cc12,-6,-2,20*,-0.4,-2,2,-1
CN1C(=O)C(=Cc2ccc(Sc3ccccc3)o2)C(=O)N(C)C1=O,5,7,-2,3.0,.,2,-3
Cc1cc(O)c2c(c1)OC(C)(C)C1=C2CC(C)CC1 (configuration not stated),2,2,-6,-0.9,4,-2,1
CN(C(=O)COC(=O)c1cn(C)c2ccccc12)C1CCCCC1,1,0,-1,1.4,1,-5,6
C[C@H]1CC[C@@H]2N(C1)C[C@H]1[C@@H]3C[C@H]4[C@@H](CC(=O)[C@H]5C[C@@H](O)CC[C@@]54C)[C@@H]3CC[C@H]1[C@]2(C)O,.,-2,-1,0.6,0,3,4
COc1cc(OC)c(OC)cc1CNCCc1ccc(OC)c(OC)c1,-1,0,11,0.7,-12,0,2
COc1ccc(OC)c(-n2c(O)c(/C=C3\C=Nc4ccccc43)c(=O)[nH]c2=O)c1,3,1,-3,1.2,8,7,-4
CC(C)NC1C2CCC(CC2)C1(O)c1ccc(Cl)c(Cl)c1 (configuration not stated),-2,3,0,-2.7,-4,3,17
O=C(c1ccc(Cl)cc1)C1CCCN(C2CCSCC2)C1 (configuration not stated),-1,1,-1,3.2,8,10,-1
C[C@@H]1COc2cccc(N3CCN(C)CC3)c2S(=O)(=O)N1,-19,.,0,-1.9,.,-3,-7
O=S(=O)(c1cc(Cl)cc(Cl)c1)N1Cc2cc(N3CCOCC3)ccc2-n2nncc2C1,1,-4,0,2.0,2,-2,108*
O=S1(=O)CC2(N3CCOCC3)CCCCC21 (configuration not stated),-1,4,3,-0.4,0,2,-5
N#CC1C(C#N)C2CCC1C1C2N1c1ccccc1 (configuration not stated),0,0,0,1.1,-4,0,3
Cc1nc2ccccc2c(=O)n1-c1ccc(Br)cc1[N+](=O)[O-],5,-5,-4,-5.2,.,2,-6
CC1CC(OC(=O)c2ccccc2)(c2ccccc2)C(C)CN1C (configuration not stated),0,3,-13,1.1,.,-4,-2
C=C(C)[C@@H]1[C@H]2OC(=O)[C@H]1[C@]1(O)C[C@H]3O[C@]34C(=O)O[C@H]2[C@]14C,.,-2,1,4.3,0,-5,-1
COC(=O)C1=C(c2c(C)noc2C)C[C@@H]2CC[C@H]1N2C(=O)NCCOc1ccc(OC)cc1,-1,.,.,0.6,-8,0,7
CCOP(=O)(Cc1ccc(C(=O)CC)o1)OCC,0,1,1,-0.3,.,2,-1
CCC(=NCc1cccnc1)c1c(O)n(-c2ccccc2C)c(=O)[nH]c1=O,-2,-3,1,-0.3,-5,3,3
OC(c1ccccc1)(c1ccccc1)C1CCNCC1,-3,-4,-1,2.4,-2,-4,4
C=CCn1c(O)c(/C(C)=N/N2CCCCC2)c(=O)[nH]c1=O,1,.,-3,-1.5,.,7,5
CC1=C(C)CC2(CC1)C(=O)NC(=O)NC2=O,0,-1,1,-0.2,.,3,1
SMILES,CASP6 VEID inh,ERAP1 inh,SIRT5 block,CFTR F508del cor,miR122 inh,ERp5 inh,DENV2 CPE rescue
COC(=O)C1=C(c2ccc(OC(F)(F)F)cc2)C[C@@H]2CC[C@H]1N2C(=O)NCc1ccc(F)cc1,-1,.,.,0.0,-8,1,-15
COc1cc(O)c(C(=O)O)c(-c2cc(O)c(O)cc2C)c1,14,20,.,-5.0,29,11,7
CC(=O)N1N=C(c2cccnc2)CC1c1ccccc1O (configuration not stated),-2,1,-3,-2.5,-6,-13,1
CC=Cc1ccc2n(c1=O)C[C@@H]1[C@@H](CO)[C@H](C(=O)N(C)C)N[C@H]21 (mixture of isomers),1,2,-5,0.7,-2[16.7 µM],10,?
O=C(Cc1ccccn1)N1CCCCN2[C@H](CO)[C@@H](c3ccc(-c4ccccc4)cc3)[C@@H]2C1,-1,-2,3,2.1,4[16.7 µM],-3,-6
CC(=Nc1ccc(F)cc1)c1c(O)n(C)c(=O)[nH]c1=O,-2,1,-1,-0.8,2,0,3
O=C(Cc1ccccc1)N1CCN(Cc2ccc([N+](=O)[O-])cc2)CC1,1,1,-2,.,-3,2,1
C#CCN(C)C(C)Cc1ccccc1 (configuration not stated),2,1,-4,-2.2,-8,0,3
CSc1ccccc1C(=O)C1CCCN(Cc2cccc(C)n2)C1 (configuration not stated),-3,-2,.,2.6,.,7,1
COc1ccccc1CNCCc1ccc(F)cc1,0,0,-1,-0.9,-5,3,-1
COC(=O)C1=C(c2cccc(OCc3ccccc3)c2)C[C@@H]2CC[C@H]1N2C(=O)NCc1ccc(Br)cc1,-2,.,.,4.3,1,4,-3
NP(=O)(Oc1ccccc1Cl)Oc1ccccc1Cl,1,-1,-3,0.6,.,2,1
CCN1C(=O)C(=Cc2c(C)n(CC(=O)NCC3CCCO3)c3ccccc23)C(=O)N(CC)C1=S (configuration not stated),0,0,1,-0.5,.,-4,-6
COc1cc2c(cc1OC)[C@@]13CCN4CC5=CCO[C@H]6CC(=O)N2[C@H]1[C@H]6[C@H]5C[C@H]43,-6,3,3,4.9,0,5,3
O=C(Cc1ccncc1)N1CCCCN2[C@H](CO)[C@H](c3ccc(C#Cc4ccccc4F)cc3)[C@H]2C1,2,-1,0,0.8,5[16.7 µM],1,1
Cc1c2cnn(CC(=O)N3CCC4(CC3)OCCO4)c(=O)c2c(C)n1Cc1cccc(Cl)c1,3,-3,-1,0.0,.,0,19
C#CC1(O)CCC2C3CCC4=C/C(=N/OCC(=O)NCC(=O)NC(C(=O)O)C(C)C)CC[C@]4(C)C3CC[C@@]21C (some centres not stated),3,7,-2,2.9,4,-1,-5
O=C1Nc2ccccc2Oc2ccccc21,-2,2,-1,1.6,-1,-18,-5
CN1CC(C(=O)c2ccc([N+](=O)[O-])cc2)C(c2ccc(Cl)cc2)C1 (configuration not stated),-2,-1,-1,0.2,-8,4,7
COc1cc(CN2CC3CC(C2)c2cccc(=O)n2C3)cc(OC)c1OC (configuration not stated),-1,2,0,0.2,.,-9,1
O=C([O-])c1ccc(-[n+]2c(-c3ccccc3)cc(-c3ccccc3)cc2-c2ccccc2)cc1,.,-3,.,0.5,-12,0,-7
COc1ccc2nc(-c3ccc(CN4CCC(n5nnc6ccccc65)CC4)cc3)c(-c3ccccc3)nc2c1,-2,-4,-2,1.3,.,2,-4
COC(=O)[C@@H]1[C@@H](CO)[C@@H]2Cn3c(ccc(C4=CCCCC4)c3=O)[C@H]1N2C(=O)Cc1ccccn1,0,-1,-19,-0.1,-2[16.7 µM],3,4
O=S(=O)(c1ccccc1)N1CCC2CCNC2C1 (configuration not stated),0,4,-2,-1.3,.,1,-1
[O-]c1ccccc1-[n+]1c(-c2ccccc2)cc(-c2ccccc2)cc1-c1ccccc1,0,.,.,2.9,.,-1,-15

# Arranged by number of heavy atoms (highest first): some entries from above
SMILES,CASP6 VEID inh,ERAP1 inh,SIRT5 block,CFTR F508del cor,miR122 inh,ERp5 inh,DENV2 CPE rescue
COc1ccc2nc(-c3ccc(CN4CCC(n5nnc6ccccc65)CC4)cc3)c(-c3ccccc3)nc2c1,-2,-4,-2,1.3,.,2,-4
C#CC1(O)CCC2C3CCC4=C/C(=N/OCC(=O)NCC(=O)NC(C(=O)O)C(C)C)CC[C@]4(C)C3CC[C@@]21C (some centres not stated),3,7,-2,2.9,4,-1,-5
COC(=O)C1=C(c2cccc(OCc3ccccc3)c2)C[C@@H]2CC[C@H]1N2C(=O)NCc1ccc(Br)cc1,-2,.,.,4.3,1,4,-3
O=C(Cc1ccncc1)N1CCCCN2[C@H](CO)[C@H](c3ccc(C#Cc4ccccc4F)cc3)[C@H]2C1,2,-1,0,0.8,5[16.7 µM],1,1
COC(=O)C1=C(c2ccc(OC(F)(F)F)cc2)C[C@@H]2CC[C@H]1N2C(=O)NCc1ccc(F)cc1,-1,.,.,0.0,-8,1,-15
Cc1c2cnn(CC(=O)N3CCC4(CC3)OCCO4)c(=O)c2c(C)n1Cc1cccc(Cl)c1,3,-3,-1,0.0,.,0,19
[O-]c1ccccc1-[n+]1c(-c2ccccc2)cc(-c2ccccc2)cc1-c1ccccc1,0,.,.,2.9,.,-1,-15
COc1cc2c(cc1OC)[C@@]13CCN4CC5=CCO[C@H]6CC(=O)N2[C@H]1[C@H]6[C@H]5C[C@H]43,-6,3,3,4.9,0,5,3
COc1cc(CN2CC3CC(C2)c2cccc(=O)n2C3)cc(OC)c1OC (configuration not stated),-1,2,0,0.2,.,-9,1
O=C(Cc1ccccc1)N1CCN(Cc2ccc([N+](=O)[O-])cc2)CC1,1,1,-2,.,-3,2,1
CSc1ccccc1C(=O)C1CCCN(Cc2cccc(C)n2)C1 (configuration not stated),-3,-2,.,2.6,.,7,1
CC=Cc1ccc2n(c1=O)C[C@@H]1[C@@H](CO)[C@H](C(=O)N(C)C)N[C@H]21 (mixture of isomers),1,2,-5,0.7,-2[16.7 µM],10,?
COc1cc(O)c(C(=O)O)c(-c2cc(O)c(O)cc2C)c1,14,20,.,-5.0,29,11,7
CC(=Nc1ccc(F)cc1)c1c(O)n(C)c(=O)[nH]c1=O,-2,1,-1,-0.8,2,0,3
COc1ccccc1CNCCc1ccc(F)cc1,0,0,-1,-0.9,-5,3,-1
O=S(=O)(c1ccccc1)N1CCC2CCNC2C1 (configuration not stated),0,4,-2,-1.3,.,1,-1
O=C1Nc2ccccc2Oc2ccccc21,-2,2,-1,1.6,-1,-18,-5
C#CCN(C)C(C)Cc1ccccc1 (configuration not stated),2,1,-4,-2.2,-8,0,3

# Additional results.
SMILES,CASP6 VEID inh,ERAP1 inh,SIRT5 block,CFTR F508del cor,miR122 inh,ERp5 inh,DENV2 CPE rescue
N#Cc1cccc(-c2ccc([C@H]3[C@H](CO)N4CCCCN(C(=O)Cc5ccncc5)C[C@@H]34)cc2)c1,1,0,-2,1.2,10[16.7 µM],-7,-13
NNC(=O)CN1C(=O)CN=C(c2ccccc2)c2cc(Br)ccc21,0,3,1,6.4,.,-3,1
COC(=O)[C@@H]1[C@@H](CO)[C@@H]2Cn3c(ccc(-c4cccc(F)c4)c3=O)[C@H]1N2Cc1ccncc1,1,3,2,5.0,3[16.7 µM],8,-3
CC(=NCC1CCCO1)c1c(O)n(-c2ccccc2C)c(=O)[nH]c1=O (configuration not stated),-4,.,-2,-1.5,.,5,?
CCc1ccc(CN2CCCC(C(=O)c3sccc3C)C2)o1 (configuration not stated),0,-4,-1,1.5,-3,-1,1
Cc1cccc(C)c1N1CCN(c2c(C)cccc2C)CC1,-1,5,-6,3.3,4,4,-6
CN1C(=O)N(C)C(=O)C2(Cc3cc(NC(=O)c4ccccc4Cl)ccc3N3CCCC32)C1=O (configuration not stated),6,7,0,-1.8,-3,-9,-5
O=C(Nc1cccc(Cl)c1)N1C[C@H]2C[C@@H](C1)c1cccc(=O)n1C2,2,1,1,3.2,-3,-8,13
O=C(CN1CC(c2ccccc2)CC1=O)Nc1ccccc1 (configuration not stated),1,-1,.,0.7,-7,1,115*
C=CCN1CC[C@]23c4c5ccc(O)c4OC2C(O)CC[C@@]3(O)[C@H]1C5 (some centres not stated),-1,-3,.,-1.5,-1,0,?
c1ccc(CCNCc2cccnc2)cc1,-2,2,-1,0.2,.,1,10
CC1CCCN(CC(=O)c2ccc(Cl)c(Cl)c2)C1 (configuration not stated),-2,2,-3,0.3,.,5,.

# Bioassay records as filed in PubChem.
